PriA SSB inh = inhibitors of Klebsiella pneumoniae PriA binding to SSB C-terminal tail, primary screen, biochemical, AlphaScreen | actives 0.6% (n = 430,000) | inhibition, % at 33 µM | AlphaScreen SSBct-PriA binding, biotinylated peptide | PriA–SSB C-terminal tail interaction (Klebsiella pneumoniae); in the data active = inhibition mostly above about 37%, no sharp cut-off; inactive = mostly below about 20%;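 note: plate controls were negative control peptide for no effect and reference peptide for full effect; strong numbers were not always called active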
Active calls of the source: *; & = joins results of further samples. An excerpt; the hit share may differ from the screen's.

SMILES | PriA SSB inh
COc1ccc(C(=O)Nc2nc(-c3cccnc3)cs2)cc1S(=O)(=O)N1CCOCC1 | 66
CNC(=O)c1cccc(-c2noc(C3CN(S(=O)(=O)C4CC4)C3)n2)c1 | -3
Cc1ccc(C(=O)c2cc(C(=O)OCc3ccccc3Cl)c3ccccn23)c(C)c1 | -4
O=C(Nc1ccc([N+](=O)[O-])cc1)C12CC3CC(C1)CC(c1ccccc1)(C3)C2 | 4
COc1ccccc1C(=O)NCCn1nc(-c2cccnc2)n(C2CC2)c1=O | -12
O=C(CSCc1ccccc1)NCc1ccnc(-c2ccsc2)c1 | -17
CN(C)C(CNC(=O)c1c(F)cccc1F)c1ccsc1 (stereo not given) | -7
O=S(=O)(NC(c1cccnc1)C1CCOCC1)c1ccccc1C(F)(F)F (stereo not given) | -15
CC(=NO)c1ccc2c(c1)CC(C)O2 (stereo not given) | -8
COc1ccc(-c2nc(CSc3nc(-c4ccccc4)cc(=O)[nH]3)c(C)o2)c(OC)c1 | -7
Cc1nc(N(C)C)nc(C)c1NC(=O)CNC(=O)c1ccccc1 | -12
O=C(NCc1cccs1)C1CN(S(=O)(=O)C2CC2)C1 | -5
COc1cc(-c2noc(-c3nnn(-c4ccccc4Br)c3C)n2)cc(OC)c1OC | 7
CCOC(=O)C1CCN(S(=O)(=O)c2cc(OC)ccc2OC)CC1 | -5&7
O=S(=O)(N=C(Nc1ccc(Cl)cc1Cl)c1ccccc1)c1cccs1 | -12
COc1cccc(NC(=O)Nc2cccc(-c3csc4nc(C)cc(=O)n34)c2)c1 | -5
CCOc1ccccc1C(=O)Nc1ccc(-c2ccc(N3CCCC3)nn2)cc1 | -10
CN(C)S(=O)(=O)c1ccc(C(=O)NC[C@@](O)(c2ccccc2)C2CC2)cc1 | -8
COc1ccc(S(=O)(=O)N2CCC(c3nnc(-c4ccccc4OC)s3)CC2)cc1 | -7
COc1ccc(-c2noc(Cn3nc(-c4ccc(OC)c(OC)c4)ccc3=O)n2)c(OC)c1 | -2
CC(C)S(=O)(=O)c1ccc(Cc2nnc(NC(=O)C3(c4ccc(Cl)cc4)CCCC3)o2)cc1 | 4&13
Cn1nc(C(=O)Nc2ccc(F)c(Cl)c2)ccc1=O | -6
COCCNC(=O)Cn1nc(C2CC2)c2cnn(-c3ccc(C)c(C)c3)c2c1=O | 0
COc1ccccc1-n1nnnc1SCC(=O)Nc1ccc(Cl)c(C(F)(F)F)c1 | -4
CN(C)C(CNC(=O)C(=O)Nc1cc(F)ccc1F)c1cccc2ccccc12 (stereo not given) | -1
COc1ccc(-c2nc(N)ns2)cc1OC | -11
Cn1ccc(C(=O)N(CCCN2CCOCC2)c2nc3c(Cl)cccc3s2)n1 | 7
O=C(NCc1c(F)cccc1F)C1CN(C(=O)c2cnccn2)C1 | 9
COc1ccc(C)cc1S(=O)(=O)NCCn1nc(-c2ccco2)ccc1=O | 2
Cc1[nH]c(=O)[nH]c(=O)c1C=NNC(=O)[C@H](C)N | -13
O=C(CCc1csc2nc(-c3ccccc3)cn12)NC1CC1 | -14
C[C@H](Nc1nc(NCCO)c2cnn(-c3ccc(Cl)cc3)c2n1)c1ccccc1 | -15
O=C(CCn1cnc2ccccc2c1=O)Nc1cc(-n2cncn2)ncn1 | -11
Cn1c(SCC(=O)c2ccc([N+](=O)[O-])cc2)nc2c1c(=O)n(Cc1ccccc1)c(=O)n2C | -3
COC(=O)c1ccc(C=NOCC(=O)NCCc2ccc(OC)c(OC)c2)cc1 | -9
CSc1cccc2sc(NC(=O)c3ccco3)nc12 | -7
CCc1nnc(-c2cccc(OCC(=O)Nc3ccccc3C)c2)o1 | -3
Cc1cnc(C(=O)NCc2nc3ccccc3[nH]2)cn1 | -19
COc1ccccc1N1CCNC1=O | 6
O=C(NCCc1csc(-n2cccn2)n1)c1cc(-c2cccs2)[nH]n1 | -19
COc1ccc(-n2nc3c(c2NC(=O)Cc2ccc(-c4ccccc4)cc2)CS(=O)(=O)C3)cc1 | -14
O=C(NCC1(O)CCc2ccccc2C1)c1cccs1 (stereo not given) | -24
c1ccc(-c2n[nH]c3c2cnc2ccccc23)cc1 | -10
Cc1ccc(/C=C/S(=O)(=O)N2CCCN(S(=O)(=O)c3cnn(C)c3)CC2)cc1 | 7
CC(C)(C)n1nc2c(c1NC(=O)c1c(F)cccc1F)CSC2 | -14
COc1ccc(OC)c(NC(=O)CSc2cc(NCc3ccc(Cl)cc3)ncn2)c1 | 11
CC(C)=CC(=O)Nc1nc2c(s1)C(=O)NCCC2 | -5
Cc1noc(C)c1CCC(=O)NC1CCC(Oc2ccccn2)CC1 (stereo not given) | -18
O=C(COc1ccccc1F)Nc1ccc(N2CCCS2(=O)=O)cc1 | 12
Cc1nc(SCC(=O)N2CCOCC2)c2c3c(sc2n1)CCCC3 | 3
CCOC(=O)CC(C)=NNC(=O)COc1ccccc1C | 0
COc1cccc(-n2nnc(C3=NNC(=Cc4ccccc4)O3)c2C)c1 | -35
CCOC(=O)C(C)Sc1ncnc2c1oc1ccccc12 (stereo not given) | -27
CCOc1nn(CC)cc1-c1nnc(SCc2ccccn2)n1C | -17
COc1ccc(C2CCCCN(C(=O)c3cc(-c4ccc(F)cc4)c[nH]3)C2)cc1 (stereo not given) | -4
CC(Cn1cnc([N+](=O)[O-])n1)=NNC(=O)c1ccc(O)cc1O | -12
COc1ccccc1C(O)Cn1cc(C(=O)NCc2c(C)noc2C)nn1 (stereo not given) | -7
CC1CCc2c(sc(NC(=O)CCSc3ccc(Cl)cc3)c2C(N)=O)C1 (stereo not given) | 4
CN1CCN(n2c3c(c(SCC(=O)Nc4ccc5c(c4)OCCO5)nc2=O)CCCC3)CC1 | -5
Cc1ccc(S(=O)(=O)c2cc3cc(Br)ccc3oc2=O)cc1Cl | 18

(list continues)
SMILES | PriA SSB inh
COC(=O)c1[nH]c(C)c(C(O)=C2C(=O)C(=O)N(CCN(C)C)[C@H]2c2ccc(C)o2)c1C | -3
COc1cccc(Cc2csc(N3CCOCC3)n2)c1 | 8
COc1ccc(-c2cn3c(C(=O)NCc4cccs4)csc3n2)cc1 | 28
Cc1ccc(CNC(=O)CON=Cc2ccc(C(C)(C)C)cc2)cc1 | -11
CS(=O)(=O)c1ccc2sc(NC(=O)c3sc4ccccc4c3Cl)nc2c1 | -8
COc1ccc(C(=O)NCC(=O)NN=C/C(C)=C/c2ccco2)cc1OC | -2
CN1CCN(C=Nc2c(C#N)cnn2C)CC1 | -20
Cc1ccc(C(=O)ON=Cc2c(C(F)(F)F)nn(C)c2Sc2ccc(Cl)cc2)cc1 | -3
NC(=NOS(=O)(=O)c1ccc(Br)cc1)c1ccncc1 | 2
COc1ccc([C@@H]2CC(c3cccs3)=NN2C(=O)CS(=O)(=O)c2c[nH]c3ccccc23)cc1 | 1
CCc1nnc(-c2ccc(N)cc2)o1 | -14&2
O=C(Nc1ccc2c(c1)CN(C(=O)c1ccccc1)CC2)c1ccc(F)c(F)c1 | -7
Cc1cc(CNS(=O)(=O)c2cn(C)cn2)c(C)o1 | -5
COc1ccc(CN2C(=O)c3ccccc3C(C=NOCc3ccc(Cl)cc3)C2=O)cc1 (stereo not given) | -7
CCCCCCCCn1c(NS(=O)(=O)c2ccc(F)cc2)c(S(=O)(=O)c2ccc(C)cc2)c2nc3ccccc3nc21 | 44
Cc1nc2ccc(NC(=O)C(C)Oc3ccc4c(c3)OCO4)cc2c(=O)n1-c1ccccc1 (stereo not given) | 4
COCC(=O)N1CCCC[C@H](c2ccc(Cl)cc2)C1 | -5
CC(=NNC(=O)c1ccoc1C)c1ccc(N2CCOCC2)cc1 | 7
O=C(NCc1cccnc1-c1cccs1)[C@H]1CCOC1 | 2
CCOc1cc(-c2nnc(NC(=O)c3cccc(N4C(=O)CCC4=O)c3)o2)cc(OCC)c1OCC | -11
CC(C)Oc1ccc(C(=O)Nc2nnc(-c3ccc4c(c3)OCO4)o2)cc1 | -28
CCc1ccc(S(=O)(=O)Nc2ccc3nc(C)n(-c4ccc(OC)cc4)c(=O)c3c2)cc1 | 1
CCC(C)=NNc1nc(-c2cc3cccc(OC)c3oc2=O)cs1 | -5
O=c1cccnn1CCCNS(=O)(=O)c1ccccc1 | 5
O=[N+]([O-])c1cc(Cl)cc(C=NNc2nc3ccccc3s2)c1O | -2
O=C1NC(=O)c2cc(NC(=O)c3c(F)cccc3Cl)ccc21 | 4
CC1CN(C(=O)Cn2cc(SCC(N)=O)c3ccccc32)CC(C)O1 (stereo not given) | 2
CCc1ccc2[nH]c3nc(NN=Cc4ccc(O)cc4O)nnc3c2c1 | -15
CCOc1ccc(C(=O)NCC2CCN(C(=O)Oc3ccccc3)CC2)cc1OCC | -9
S=c1[nH]nc(C2CCCCC2)n1N=C/C=C/c1ccccc1 | 3

The last three compounds of the section before are carried over, then new ones follow:
SMILES | PriA SSB inh
CCc1ccc2[nH]c3nc(NN=Cc4ccc(O)cc4O)nnc3c2c1 | -15
CCOc1ccc(C(=O)NCC2CCN(C(=O)Oc3ccccc3)CC2)cc1OCC | -9
S=c1[nH]nc(C2CCCCC2)n1N=C/C=C/c1ccccc1 | 3
O=C(Cn1ccc(C(F)(F)F)n1)NN=Cc1ccc(N2CCOCC2)cc1 | -5
Cc1cc2nnc(SCC(=O)Nc3ccc(Cl)c(C(F)(F)F)c3)n2c2ccccc12 | -5
Cn1nc(-c2ccc(F)cc2)cc1C(=O)Nc1ccccc1Cc1nc(-c2ccco2)no1 | 8
Cc1ccc(-c2ccc(=O)n(CCCC(=O)Nc3ccc(C(F)(F)F)cc3)n2)cc1 | -9&-2
Cc1cc(OC[C@@H](O)CN2CCN(c3cc(Cl)ccc3C)CC2)ccc1Cl | -9
O=C(Oc1ccc(OC(=O)c2ccccc2)cc1)c1ccccc1 | 8
CC(=O)N1CCC(C(=O)N2CCN(C(=O)[C@H]3C[C@@H]3c3ccccc3)CC2)CC1 | -7
CC(C)NC(=O)C(=O)NCC1CCN(C(C)C)CC1 | -8
O=C(NCCn1nc(-c2ccncc2)c2c1CCCC2)c1ccc2nsnc2c1 | -9
Cn1nc(C2CCN(C(=O)Nc3cccs3)CC2)n(-c2ccccc2)c1=O | -2
O=C(Nc1ccc2c(c1)OCO2)NC1CC(=O)N(c2ccccc2)C1 (stereo not given) | -18
COc1cccc(C2C(C(=O)Nc3ccccc3)=C(C)N=c3sc(=Cc4ccc(OCC(=O)O)cc4)c(=O)n32)c1 (stereo not given) | -4
COc1cc(C=NNC(=O)C[n+]2ccccc2)cc(OC)c1OC | -13
CCOc1ccccc1NC(=O)CC1CCCCN1S(=O)(=O)c1cccs1 (stereo not given) | 18
Cc1nc2scc(C)n2c(=O)c1NC(=O)c1ccccc1C(F)(F)F | -5
CCOc1ccc2nc(NC(=O)Cn3nc(-n4ccc5ccccc54)ccc3=O)sc2c1 | -11
COc1cc2nc(N(CCN(C)C)C(=O)c3ccc(S(=O)(=O)N(C)Cc4ccccc4)cc3)sc2cc1OC | 24
CC(=O)Nc1ccc(NC(=O)CSc2nc(-c3cccc(F)c3)nc3c2c(=O)n(C)c(=O)n3C)cc1 | -3
CC(=NNc1cccc([N+](=O)[O-])c1)c1ccccc1O | 14
O=C(NN=Cc1ccc(O)c([N+](=O)[O-])c1)C1COc2ccccc2O1 (stereo not given) | -10
CSc1ccccc1-c1nnc(NC(=O)c2sc3ccccc3c2Cl)o1 | 4
COCCNC(=O)Nc1nnc(-c2cccs2)o1 | -13
Cc1oc(-c2cc(C(F)(F)F)ccc2Cl)cc1C(=O)N1CCOCC1 | -6&2
CC(C)Oc1ccc(C(=O)N2CCC(c3nnc(C(F)(F)F)o3)CC2)cc1 | -5
Cc1cccn2cc(-c3ccc(NC(=O)C4c5ccccc5Oc5ccccc54)cc3)nc12 | -16&-9
CC(=O)c1ccc(NC(=O)CSc2ncccc2-c2nc3ccccc3[nH]2)cc1 | -7
O=C(Nc1cc(C2CC2)nn1-c1nc(-c2ccccc2)cc(=O)[nH]1)c1cc2ccccc2o1 | -19
Cc1ccc2c(Nc3ccc(F)c(F)c3)c(-c3nc(C4CC4)no3)cnc2n1 | -14
O=C(NCCn1nc(-c2cccs2)ccc1=O)C(c1ccccc1)c1ccccc1 | -6
COc1ccc(C=NNC(=O)c2sc(C)nc2C)cc1 | -11
COC(=O)NN=Cc1ccc(-c2cccc(Cl)c2)o1 | -1
C[C@@H](Cc1ccco1)NC(=O)Cn1cnc2c1c(=O)n(C)c(=O)n2C | 3
N#Cc1nccnc1N1CCC(CNC(=O)c2ccc(Cl)s2)CC1 | -29
O=C(CCS(=O)(=O)c1ccccc1)Nc1nc(-c2cccs2)c(C(=O)C(F)(F)F)s1 | -1
CSc1nc(O)c(C=C2C=Nc3ccccc32)[nH]1 | 17
CN(C)CC#CCN | -11
O=C(NC1CCN(Cc2ccccc2)CC1)c1cc(-n2cccn2)ccn1 | -9
CCOc1ccc(NC(=O)c2ccc(NS(=O)(=O)c3cccc(F)c3)cc2)cc1 | -4
O=C(Nc1ccccc1[N+](=O)[O-])C(=O)N1CCN(Cc2ccc3c(c2)OCO3)CC1 | 50*
CCOc1ccc(-c2ccc(=O)n(CCCC(=O)N3CCCc4ccccc43)n2)cc1 | -8
COC(=O)c1ccc(S(=O)(=O)N2CC(S(=O)(=O)CC(C)C)C2)cc1 | 8

Some of these compounds in order of length of the SMILES, falling:
SMILES | PriA SSB inh
CCOc1ccc(-c2ccc(=O)n(CCCC(=O)N3CCCc4ccccc43)n2)cc1 | -8
COC(=O)c1ccc(S(=O)(=O)N2CC(S(=O)(=O)CC(C)C)C2)cc1 | 8
O=C(NC1CCN(Cc2ccccc2)CC1)c1cc(-n2cccn2)ccn1 | -9

Compound activity deposited in PubChem BioAssay by Small Molecule Screening Facility, UW Madison.
